LGR2 inh: inhibitors of bursicon-induced Drosophila LGR2 receptor cAMP signaling; 0.35% of 380,000 active; HEK293 LGR2, CRE-luciferase, bursicon-stimulated, 4 h; inhibition, % at 9.99 µM;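 active means drop in luminescence signal, shown as inhibition above about 50% in the replicate tests, limit read from the data, passing the limit was not always enough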;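 further: agonist challenge used bursicon conditioned medium at about half maximal strength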
FN deposition inh: fibronectin deposition inhibition | AH1F fibroblasts, Alexa488-fibronectin deposition fluorescence, overnight | inhibition, % at 12.6 µM | 0.086% of 350,000 active | AID 743247;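 active means mean inhibition across replicates of 30% or more, regardless of how many single replicates reach that level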;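 further: positive control wells lacked labelled fibronectin entirely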
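Material – AH1F fibroblast monolayer, labelled fibronectin deposition · Reagent – labelled fibronectin 24 nM · Timing – 1 h adhesion, overnight exposure · Measured by – fluorescence at 485 nm excitation, 525 nm emission · Read-out – inhibition of fibronectin deposition signal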
Casp6 inh: caspase-6 (human) enzyme inhibition; purified caspase-6, Z-VEID-R110 cleavage fluorescence; inhibition, % at 12.5 µM; 0.53% of 350,000 active;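 active means mean inhibition across replicates at least about 35%, with every replicate also reaching that limit, limit read from the data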;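 further: 0% = median of neutral control wells and 100% = no fluorescence left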
Target sequence (P55212 24-179 limits assumed): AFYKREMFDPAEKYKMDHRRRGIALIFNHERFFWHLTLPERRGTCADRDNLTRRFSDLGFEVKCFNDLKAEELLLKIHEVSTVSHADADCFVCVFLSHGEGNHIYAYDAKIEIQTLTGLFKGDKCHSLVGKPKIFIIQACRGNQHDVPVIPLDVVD
Target sequence (P55212 194-293 limits assumed): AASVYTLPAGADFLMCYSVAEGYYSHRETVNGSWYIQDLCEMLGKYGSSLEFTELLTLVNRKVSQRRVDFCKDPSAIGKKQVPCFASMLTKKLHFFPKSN
EWS-Fli block: inhibitors of EWS/Fli oncoprotein transcriptional activity; A673 NR0B1-luciferase reporter, viability-normalised; inhibition, % at 12.6 µM; 0.67% of 350,000 active; AID 651661;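 active means mean inhibition of at least 50% after viability correction, with every replicate also passing that limit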;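 further: firefly luciferase signal divided by Alamar Blue viability fluorescence both relative to DMSO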
PGC1a acetyl inh: PGC1a acetylation modulation, inhibitor mode; inhibition, % at 15.6 µM; U2OS PGC1a acetylation, AlphaScreen anti-acetyl-lysine; with virally co-expressed GCN5 acetyltransferase; 0.17% of 350,000 active;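 active means every replicate shows inhibition of at least 40%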;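 further: 0% = neutral control wells and 100% = positive control wells; some results beyond the cut were filed as inactive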
Cneo AK release: causes C. neoformans cell lysis; adenylate kinase release luminescence, 4 h; normalised: neutral wells 0, clomiphene wells 100; lysis activity, % at 15 µM; 0.2% of 360,000 active;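 active means mean lysis activity across replicates of at least 80%, whatever share of replicates individually reach that level; inactive means mean lysis activity below 80%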
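Test system: log-phase Cryptococcus neoformans yeast cells; Quantity: yeast cell density of 5 × 10^6 cells/mL; Buffer or medium: YPD; Doses: single compound concentration per well; Timing: 4 h at 37 °C static, read 1 h later; Measured by: AK luminescence; Read-out basis: lysis from increased AK signal; Control set: Clomiphene as positive control.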
miR-122 sensor: miR-122 inhibition in Huh7 cells; Huh7 miR-122 Renilla luciferase sensor, 48 h; neutral wells = 0, positive control = 100; activation (reporter increase), % at 12.5 µM; 0.3% of 340,000 active;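 active means mean replicate activation score at least 90 and every replicate individually at or above 90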;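 further: higher luciferase means less miR-122 activity so hits act as miR-122 inhibitors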
PAX8 reporter: inhibitors of PAX8 transcriptional activity in RMG-I cells; inhibition, % at 12.6 µM; 1.2% of 360,000 active; RMG-I TPO-luciferase reporter, SteadyGlo, 24 h;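 active means mean replicate inhibition at least 60% with every replicate also reaching 60%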;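 further: luciferase light reporting Pax8 driven TPO promoter activity; plate controls were median of neutral control wells for no effect and mitoxantrone controls for full effect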
* hit, by the source's call; x = no result given; [ ] = remark or other dose.

smiles	LGR2 inh	FN deposition inh	Casp6 inh	EWS-Fli block	PGC1a acetyl inh	Cneo AK release	miR-122 sensor	PAX8 reporter
COc1ccc(CN2CCn3nc(C(=O)NC4CC4)cc3C2=O)cc1	-6	-4	1	-3	0	x	6	3
O=C(Nc1ccnn1C1CCN(Cc2ccc(OC(F)F)cc2)CC1)C1CCCC1	18	-9	-5	31	x	-2	-11	31
CC(c1ccccc1)c1nnc(NC(=O)Nc2ccccc2F)s1 (stereo unspecified)	-48	-5	x	-53	-3	-1	-21	-65
COc1ccc(/C=C/C(=O)OCC(=O)N2CCc3ccccc32)cc1	-15	-7	0	2	13	-2	x	11
COCCCN1CN=C(NS(=O)(=O)c2ccc(C)cc2)NC1	0	-6	-3	-2	26	1	-2	-11
Cc1ccc(CNC(=O)C(=O)NCCC2=CCCCC2)cc1	7	-17	-2	-3	x	x	x	5
CCOC(=O)c1cnn2cc(-c3[nH]ncc3[N+](=O)[O-])cnc12	x	0	-1	-3	x	x	x	-2
CCOC(=O)c1c(S(=O)(=O)N(C)Cc2ccco2)c(C)n(C)c1C	-16	11	0	-24	-19	9	5	-3
COc1ccccc1CCC(=O)N1CCC(n2nccc2NC(=O)CC(C)C)CC1	6	0	4	x	10	2	x	-6
CCN1CCN(CCCNC(=O)C2c3ccccc3C(=O)N(C)C2c2ccc(OC)cc2)CC1 (stereo unspecified)	x	-1	x	x	10	6	-3	4
COCC#Cc1ccc2c(c1)O[C@@H](CN(C)Cc1ccc3c(c1)OCO3)[C@H](C)CN([C@H](C)CO)S2(=O)=O	-1	x	1	-24	-13	4	8[16.7 µM]	27
COC(=O)Cn1c(C)nc([N+](=O)[O-])c1Br	4	3	10	4	-7	-4	1	16
CCCCCC/C=C/c1ccc(OC)c([C@H]2[C@H]3C=CC[C@@H](C)[C@@H]3C(=O)N2Cc2ccccc2)c1	9	-11	0	8	-1	-1	-7	-27
CCN(c1ccccc1)S(=O)(=O)c1cc(C(=O)Nc2cccc(Cl)c2)ccc1F	15	x	1	3	x	x	x	11
CCNC(=O)C[C@H]1CC[C@H]2[C@H](COc3ccc(NC(=O)c4ccc(F)cc4)cc3C(=O)N2C)O1	2	-11	-3	5	-7	-1	0[16.7 µM]	4
CS(=O)(=O)N1Cc2cc(C(=O)NCC3CC3)nc(-c3cccc(-c4cncnc4)c3)c2[C@@H]1CCO	-11	1	3	-5	3	x	x	x
CCC1S/C(=N/C(=O)NC2CCCCC2)NC1=O (stereo unspecified)	x	6	x	x	x	-2	-5	-81
O=C(NCC[C@@H]1CC[C@@H](NS(=O)(=O)c2ccc(F)cc2)[C@@H](CO)O1)c1ccccc1F	1	x	-2	-8	1	x	x	x
O=C(Nc1ccc(-c2nc3c(ccc4ccccc43)o2)cc1)c1ccco1	-47	x	0	-57	1	2	-1	x
O=C(COC(=O)/C=C/c1ccc2c(c1)OCO2)NCc1ccc(F)cc1	-3	x	-2	8	x	0	-7	6
Cc1cc(S(=O)(=O)Nc2ccc(C(=O)N3CC(C)OC(C)C3)cc2)ccc1F (stereo unspecified)	2	3	1	2	x	0	2	-7
Cc1cc(C)c(C#N)c(Nc2ccc(F)cc2)n1	7	5	0	2	24	2	13	-3
C[C@H](CO)N1C[C@H](C)[C@@H](CN(C)C(=O)Nc2ccc3c(c2)OCO3)Oc2ccc(NC(=O)CCCN(C)C)cc2C1=O	-40	-19	-2	10	7	x	x	-44
O=C1C=CC(=O)N1	-5	-4	0	-6	7	-3	-2	-2
CC(=O)Nc1cc2ccc(OC(C)=O)cc2oc1=O	5	5	-1	1	3	4	8	-15
Cc1cccc(C)c1NC(=O)CN1CCC(Cc2ccccc2)CC1	7	-5	-2	1	14	-11	-2	-16
Cc1ccccc1OCCNC(=O)/C=C/c1ccccc1	-50	6	3	-15	4	-2	-5	-13
C[C@H](CO)N1C[C@H](C)[C@@H](CN(C)C(=O)CCCN(C)C)OCCCC[C@H](C)Oc2ccc(NS(=O)(=O)c3cn(C)cn3)cc2C1=O	-3	x	1	6	1	-2	0[16.7 µM]	-9
O=C(NCCc1ccc(Cl)cc1)c1cc(=O)[nH]c2ccccc12	1	0	-2	2	x	-2	x	-7
Cc1ccccc1NC(=O)C(C)n1c2ccccc2c2nc(=O)cc(C)n21 (stereo unspecified)	8	-10	5	0	5	x	-3	18
O=C(COC(=O)/C=C/c1ccc(Cl)c(Cl)c1)NC1CCCC1	5	3	-1	2	1	-1	-7	7
O=C(COc1c(Br)cc(Br)c2cccnc12)N1CCCCC1	-50	-6	0	-30	-13	x	x	27
Cc1nc(C(F)(F)F)c(C(=O)NC(=O)Nc2ccc(OC(F)(F)F)cc2)s1	-1	-5	1	x	-2	x	-1	x
Cc1cccn2c(CNC3CCCc4ccccc43)c(C(=O)N3CCOCC3)nc12 (stereo unspecified)	0	0	-1	8	-4	9	-2	16
CC(=O)Nc1ccc(S(=O)(=O)N2CCN(S(=O)(=O)c3cccs3)CC2)cc1	-5	6	-4	6	0	-1	-7	1
CCCCOc1ccc(C(=O)NCC(=O)NCc2ccncc2)cc1	6	x	-1	-3	11	-1	-11	4
Cc1ccc(-c2ccc3c(c2)O[C@@H](CN(C)C(=O)CC2CC2)[C@@H](C)CN([C@H](C)CO)S3(=O)=O)cc1	20	-11	-1	3	-10	0	5[16.7 µM]	22
CC(NC(=O)c1cc2c(=O)n3ccccc3nc2n(CC2CCCO2)c1=N)c1ccccc1 (stereo unspecified)	5	2	0	5	3	1	-4	-8
COc1cc2c(cc1OC)C1(C)N(CC2)C(C(C)=O)=NN1c1ccc(Cl)cc1 (stereo unspecified)	-12	-4	1	-7	-5	-1	-6	12
Cc1ccc(Nc2nc(C(=O)N3CCC(C(=O)NCc4ccccc4)CC3)cs2)cc1	-7	9	1	-24	x	-5	2	-4
CCN(CC)CCOC(=O)C1(c2ccc(OC)c(OC)c2)CCCC1	x	x	-1	5	-1	x	-2	x
O=C(NCCc1c[nH]c2ccccc12)N[C@@H](Cc1ccccc1)C(=O)O	20	3	1	4	5	2	x	0
COc1cccc(-n2nnc(S(=O)(=O)c3ccc(C)cc3)c2N)c1	8	-4	1	-3	-14	x	0	1
C=C(C)CCOC(=O)C(CC(=O)O)NCc1ccco1 (stereo unspecified)	3	-4	27	22	2	-2	-1	-20
O=C(C[C@H]1CC[C@@H]2[C@H](COC[C@@H](O)CN2C(=O)c2cccnc2)O1)NCc1ccc(Cl)cc1	-10	-11	0	-1	-5	0	0[16.7 µM]	-6
CC1CCCN(CCCNC(=O)c2ccc(CS(=O)(=O)Cc3cccc(Cl)c3)o2)C1 (stereo unspecified)	8	-4	-26	5	-8	2	-4	-14
N#Cc1ccc(CN(c2ccncc2)S(=O)(=O)c2ccccc2)cc1	-21	1	4	-3	x	0	x	16
COC(=O)Nc1cc(C(F)(F)F)ccc1N1CCN(c2ccccc2)CC1	-11	x	0	1	4	11	-4	x
O=C(CN1C(=O)NC2(CCCC2)C1=O)Nc1cc(Cl)ccc1N1CCCC1	-7	-3	1	0	x	-3	x	16
O=C(COC(=O)CN1C(=O)c2ccccc2C1=O)NC1CCCCC1	-7	-2	0	1	x	2	-2	9

(cont.)
smiles	LGR2 inh	FN deposition inh	Casp6 inh	EWS-Fli block	PGC1a acetyl inh	Cneo AK release	miR-122 sensor	PAX8 reporter
COc1ccccc1N(C)S(=O)(=O)c1ccc(C)c(C(=O)Nc2nccs2)c1	-14	2	3	1	x	x	x	0
Cc1ccccc1CN(C)C[C@@H]1OCc2cn(nn2)CCCC(=O)N([C@H](C)CO)C[C@H]1C	-1	-6	1	-4	x	37	13[16.7 µM]	x
CCc1ccc(-c2nc(SCC(=O)c3c(N)n(C4CC4)c(=O)[nH]c3=O)n[nH]2)cc1	-12	-2	-2	-22	-8	-1	x	5
CN1C(=O)c2cc(NC(=O)c3cccc(F)c3)ccc2OC[C@H]2O[C@@H](CC(=O)NCC3CC3)CC[C@@H]21	-6	8	-1	-3	x	x	x	4
O=C(NCCC1=CCCCC1)c1ccc(=O)oc1	x	-8	x	x	-1	1	-7	x
O=C(Nc1ccc2c(c1)[C@H]1C[C@@H](CC(=O)N3CCc4ccccc4C3)O[C@H](CO)[C@H]1O2)c1cccnc1	8	x	2	-1	9	-2	-4[16.7 µM]	7
CCCCCCCCN1C(=O)[C@H](CC(=O)NCCCOCCCC)C[C@@]2(C(=O)OC)CCCCC=C12	21	19	2	13	x	x	x	13
CC(=O)NC(CC(=O)NNC(=O)C(C)Oc1ccccc1F)c1ccccc1 (stereo unspecified)	-4	-6	1	-2	x	x	x	-11
O=C(OCCN1C(=O)c2ccccc2C1=O)c1cc(S(=O)(=O)N2CCOCC2)ccc1Cl	-24	x	x	x	10	0	4	x
OCCN1CCN(c2ncnc3c2ncn3[C@H]2CN(Cc3ccccc3)C[C@@H](CO)O2)CC1	3	5	-2	16	-13	0	-9	2
CC(C)NC(=O)N(C)C[C@H]1Oc2ncc(-c3ccc(C(=O)N(C)C)cc3)cc2C(=O)N([C@H](C)CO)C[C@H]1C	9	-5	0	-2	-22	0	8[16.7 µM]	x
CN1CCCCN2[C@@H](CO)[C@@H](c3ccc(-c4ccc(F)cc4)cc3)[C@@H]2C1	-7	-6	4	-19	-1	1	3[16.7 µM]	0
COc1cc([N+](=O)[O-])ccc1NC(=S)NC(=O)CC(C)(C)C	-24	10	-3	-9	x	x	x	-17
C=CCN1c2ccccc2[C@]23C[C@@H](C(=O)OC)N=C2NC(C(=O)OC)=C(C(=O)OC)[C@H]13	7	-3	-1	2	-11	-1	-1	-16
O=C(NC(=S)Nc1ccc(N2CCOCC2)c(Cl)c1)c1cccs1	-32	4	4	-20	x	x	x	-38
O=C1CC2(CCCCC2)CC(=O)N1CCc1ccccc1	-28	-9	2	-44	-5	-3	x	-29
Brc1ccccc1-c1cnco1	-8	x	0	8	x	2	-8	-3
c1ccc(C[C@H]2CNCCN2CCc2cccc3ccccc23)cc1	-10	-2	-7	14	-1	3	-5	-8
CCCCN1CC(=O)N2[C@H](c3ccc(Cl)cc3)[C@@H]3C(=O)N(CC)C(=O)[C@@H]3[C@]2(C)C1=O	-13	8	1	-1	-1	4	-2	-28
O=C(Nc1cc(Sc2nc3ccccc3s2)cc([N+](=O)[O-])c1)c1ccccc1	12	2	x	x	-4	0	-8	15
O=C(CN1CCN(C(=O)c2c(F)cccc2F)CC1)Nc1ccccc1C(F)(F)F	8	0	-4	-16	x	2	x	-14
CCCN(C)C[C@H]1Oc2cc(C#Cc3ccccc3F)ccc2S(=O)(=O)N([C@H](C)CO)C[C@@H]1C	13	-5	1	7	3	-2	7[16.7 µM]	x
O=c1cc(N2CCCC2)c2ccccc2o1	-8	3	-3	-1	6	x	x	2

Ordered by molecular weight (rising): part of the list above.
smiles	LGR2 inh	FN deposition inh	Casp6 inh	EWS-Fli block	PGC1a acetyl inh	Cneo AK release	miR-122 sensor	PAX8 reporter
O=C1CC2(CCCCC2)CC(=O)N1CCc1ccccc1	-28	-9	2	-44	-5	-3	x	-29
Cc1cccc(C)c1NC(=O)CN1CCC(Cc2ccccc2)CC1	7	-5	-2	1	14	-11	-2	-16
CCN(CC)CCOC(=O)C1(c2ccc(OC)c(OC)c2)CCCC1	x	x	-1	5	-1	x	-2	x
C[C@H](CO)N1C[C@H](C)[C@@H](CN(C)C(=O)Nc2ccc3c(c2)OCO3)Oc2ccc(NC(=O)CCCN(C)C)cc2C1=O	-40	-19	-2	10	7	x	x	-44
